Screens (PubChem BioAssay)
697 NFkB inh: lowers PMA/ionomycin-induced NF-kB signal in 697 B cells | 697 B-cell NF-kB luciferase reporter, 16 h | inhibition, % at 4 µM | 330,000 tested, 0.33% active | AID 435022; in the data active means inhibition above about 35%
HKDC1 inhibitor: inhibitors of human hexokinase HKDC1 | Q2TB90 | inhibition, % at 20 µM | 340,000 tested, 0.16% active | recombinant HKDC1, G6PDH/diaphorase resazurin coupled fluorescence;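 active means inhibition above about 35% when tested at 20 µM, limit read from the data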;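 further: plate controls were DMSO wells with enzyme for no effect and DMSO wells lacking enzyme for full effect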
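Incubation: 90 min at room temperature in dark / Material: recombinant HKDC1 (HK5) hexokinase enzyme, produced in-house / Quantity: enzyme 5 µg/mL final / Compound: one dose of 20 µM, 1% DMSO / Reagent: glucose and ATP substrates / Buffer or medium: Tris pH 8.0 buffer with MgCl2, Tween-20, BSA, BME / Technique: resorufin fluorescence at 613 nm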
SENP7 inh: blocks the human protease SENP7 | Q9BQF6 | recombinant SENP7, Z-RLRGG-aminoluciferin luminescence, 40 min | inhibition, % at 5 µM | 330,000 tested, 1.5% active;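 active means inhibition above about 50% at the single test dose, limit read from the data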;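 further: plate controls were DMSO with enzyme for no effect and no enzyme buffer wells for full effect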
Target sequence (Q9BQF6 706-1050 limits assumed): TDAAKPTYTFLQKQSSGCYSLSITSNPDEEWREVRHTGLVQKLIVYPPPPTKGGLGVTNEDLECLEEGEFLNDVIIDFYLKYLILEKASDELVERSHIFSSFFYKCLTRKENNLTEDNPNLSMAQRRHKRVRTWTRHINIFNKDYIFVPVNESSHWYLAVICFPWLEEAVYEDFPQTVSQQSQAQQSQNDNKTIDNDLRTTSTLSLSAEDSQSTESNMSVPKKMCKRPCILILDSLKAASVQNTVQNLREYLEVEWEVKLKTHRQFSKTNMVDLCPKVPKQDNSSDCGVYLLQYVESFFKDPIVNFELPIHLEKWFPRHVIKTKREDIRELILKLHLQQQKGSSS
Gli-Sufu antag: Gli-Sufu pathway antagonism; inhibition, % at 5 µM; Sufu-KO-LIGHT fibroblasts, Gli luciferase reporter luminescence; AID 588413; 340,000 tested, 0.74% active;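 active means inhibition above about 55%, limit read from the data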;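 further: 0% = DMSO-treated cells and 100% = wells with medium but no cells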
SENP8 block: blocks the human protease SENP8 | Q96LD8 | purified SENP8, Z-RLRGG-aminoluciferin cleavage, luminescence | inhibition, % at 10 µM | 330,000 tested, 1.2% active | AID 2540
Target sequence (Q96LD8 whole entry, looked up): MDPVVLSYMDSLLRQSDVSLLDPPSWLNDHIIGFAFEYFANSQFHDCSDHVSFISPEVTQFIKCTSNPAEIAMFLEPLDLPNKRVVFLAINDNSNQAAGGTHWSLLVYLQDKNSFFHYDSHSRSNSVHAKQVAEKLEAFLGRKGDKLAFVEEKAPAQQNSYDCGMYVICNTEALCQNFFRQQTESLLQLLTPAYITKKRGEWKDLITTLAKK
Jurkat NFkB inh: inhibitors of the PMA/ionomycin-induced NF-kB reporter in Jurkat cells. PMA/ionomycin-induced NF-kB luciferase reporter, luminescence. inhibition, % at 4 µM. 330,000 tested, 0.53% active. AID 435003
UBC13 polyUb: inhibitors of human UBC13 polyubiquitin chain formation | P61088 | TR-FRET | inhibition, % at 20 µM | 330,000 tested, 0.47% active | AID 485273; in the data active means inhibition above about 45%, passing the limit was not always enough; inconclusive means no clear call, values can overlap the other calls
Target sequence (P61088 whole entry, looked up): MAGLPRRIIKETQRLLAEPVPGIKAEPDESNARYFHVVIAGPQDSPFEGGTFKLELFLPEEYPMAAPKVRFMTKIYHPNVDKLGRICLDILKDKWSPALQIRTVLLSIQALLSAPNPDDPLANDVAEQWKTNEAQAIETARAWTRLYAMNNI
Apaf1 inhib: inhibitors of human Apaf-1 apoptosome. 330,000 tested, 0.71% active. reconstituted apoptosome caspase-3 activity, DEVD-Rh110 fluorescence. AID 489030. inhibition, % at 20 µM. O14727; active means inhibition of at least 40% at 20 µM;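 further: plate controls were DMSO wells for no effect and DEVD-CHO caspase inhibitor wells for full effect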
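Material: reconstituted apoptosome with Apaf-1, cytochrome c, caspase-9, procaspase-3, dATP. Technique: Rh110 fluorescence intensity. Buffer or medium: pH 7.5 Hepes buffer with CHAPS, BSA, DTT. Times: 30 min plus 50 min, RT.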
* marks the source's active call; other numbers are inactive results; ? = inconclusive. Unless noted, no stated cut-off is given here; in the data, active means inhibition above about 50%; inactive means the rest. Not a hit list. Share with any hit: about 3.6%.

SMILES	697 NFkB inh	HKDC1 inhibitor	SENP7 inh	Gli-Sufu antag	SENP8 block	Jurkat NFkB inh	UBC13 polyUb	Apaf1 inhib
O=C(CSc1nnc(CNC(=O)c2cccs2)o1)NC1CCCC1	-1	-5	1	-8	-2	10	5	-5
Cc1c(Br)c([N+](=O)[O-])nn1C(C)C(=O)NCc1cccnc1 (configuration not stated)	8	-6	-6	-1	-2	8	9	-19
CC(=O)c1ccc(NC(=O)/C(=C\c2ccccc2)NC(=O)c2ccco2)cc1	9	9	4	-5	2	-2	4	1
CCSc1ccccc1C(=O)NC1CCCCC1	-6	6	-3	2	-5	-9	2	10
COc1ccc(Oc2nc(-c3ccccn3)nc3ccccc23)cc1	-30	10	5	-16	-11	-8	-2	-2
Cc1ccc2[nH]c(=O)c(CN(Cc3ccco3)S(=O)(=O)c3c(C)ccc4nsnc34)cc2c1	1	0	-5	-8	-5	11	-4	-6
COc1ccc(/C=C/CN2CCC(n3nccc3NC(=O)C3CCCC3)CC2)cc1	1	-7	11	32	-14	11	-2	-3
Nc1c(S(=O)(=O)c2ccccc2)csc1C(=O)O	6	18	10	5	5	2	1	10
O=C(NNC(=S)NC1CCCCC1)c1cccc(S(=O)(=O)Nc2ccccc2Cl)c1	-3	3	-1	4	-1	0	-14	5
CCOC(=O)Cn1cc(C#N)c2cccc(CC)c21	-28	-5	-6	11	-3	-1	6	-3
COc1ccc(C(=O)Oc2cc(C)[nH]c(=O)c2[N+](=O)[O-])c(OC)c1	2	-4	-7	-7	7	11	-1	-4
CCCOc1c(Br)cc(C(N)=O)cc1OCC	1	4	15	-5	-4	7	2	6
O=C(c1ccccc1)c1ccc(OCCO)cc1	-13	-12	-3	-10	-1	-11	1	-9
CN(C)c1ccc(NC(=O)c2ccc(COc3cccc(Cl)c3)o2)cc1	-2	2	-9	-25	-11	-24	-3	21
O=C(NCc1n[nH]c(=O)c2ccccc12)C1CC(=O)N(c2ccccc2)C1 (configuration not stated)	-6	-3	-2	-6	-12	-24	-2	3
Cc1ccc(NC(=O)C(=O)C2C(=O)Nc3ccccc32)cc1 (configuration not stated)	-38	-2	15	-33	2	-42	-6	-3
CCCCn1nc(C(=O)Nc2ccccc2N2CCCC2)c2ccccc2c1=O	-32	0	-1	4	-8	-9	-3	30
O=C(N/N=C/c1ccc2c(c1)OCO2)c1cc(-c2ccccc2Cl)nc2ccccc12	-30	8	-6	1	-6	-3	-8	4
Clc1ccccc1-c1nnc2n1-c1ccccc1SC2	-2	1	-6	-3	1	9	-1	2
CC(C)[C@H](NS(=O)(=O)c1ccc(Cl)cc1)C(=O)OCC(=O)c1c(N)n(C)c(=O)n(C)c1=O	0	-4	4	-2	-5	-3	3	6
CC1(OC(=O)CCc2ccccc2)C(=O)C=C2C=C(c3ccc(C#N)cc3)N(Cc3ccco3)C=C2C1=O (configuration not stated)	4	19	2	-8	5	-2	-61	14
COCCNC(=O)NC12CC3CC(CC(C3)C1)C2	18	-13	0	-20	0	13	8	-14
CCn1ccnc1CNC(=O)CC1C(=O)NCCN1Cc1ccc(OC)cc1OC (configuration not stated)	11	-4	-5	4	-3	1	-14	-17
O=C(C1CC(=O)N(C2CCCC2)C1)N1CCN(c2ccccc2)CC1 (configuration not stated)	-5	-2	0	-2	2	4	1	-2
Cc1ccc(S(=O)(=O)N2CCN(C(=O)CNC(=O)c3ccc(Br)o3)CC2)cc1	3	-5	-3	0	-14	-1	-4	-12
CC(=O)c1sc(=S)n(-c2ccccc2)c1C	6	-6	0	-2	2	-2	2	-4
CC(=O)C1=C(O)C(=O)N(c2ccccn2)C1c1cccc(F)c1 (configuration not stated)	-4	-4	1	-7	2	-24	1	-3
O=C(O)CNS(=O)(=O)c1ccc(Br)s1	8	-8	9	0	-1	-4	7	-3
COCC(=O)N1CCc2ccc(NC(=O)c3ccccc3Cl)cc2C1	1	-5	15	-8	-4	-7	0	-2
COc1ccc(N2CCN(C(=O)c3cc4cc(Cl)ccc4[nH]3)CC2)cc1	-4	-3	3	1	3	-15	3	19
CC(C)C(O)P(=O)(OCc1ccccc1)c1ccc(N(C)C)cc1 (configuration not stated)	-19	-17	-7	-1	-14	-7	-13	7
CCOC(=O)c1sc(NC(=O)CSc2nnc(-c3ccc(OC)cc3)n2CCOC)nc1C	2	1	6	1	2	9	-4	19
COc1ccccc1OCc1nnc(SCC(=O)Nc2ccc(C)cc2)n1C	12	2	-1	4	10	10	2	0
Cc1cc(Br)ccc1SCC(=O)OCC(=O)Nc1ccc2[nH]c(=O)[nH]c2c1	-2	8	-9	-1	4	-3	10	-6
CC(C)Sc1ccc(C(=O)Nc2ccc(F)cc2F)cn1	7	12	68*	-15	56*	-66	7	-1
CSc1ccc(S(=O)(=O)Nc2ccc(S(=O)(=O)Nc3ccc(C)cc3)cc2)cc1	23	1	6	-3	4	7	-2	1
COc1cc2c(cc1O)CCN(C(=O)CSc1nncn1C)[C@@H]2C	10	-2	-4	21	8	6	6	-7
O=C(NCCNc1ccc([N+](=O)[O-])cc1)c1ccccc1Br	-8	-6	10	5	-7	-7	-18	-3
C=CC[C@@H](CC(=O)N(CCO)Cc1ccccc1)C(=O)NC[C@@H](OC(=O)[C@@H](CC=C)CC(=O)OC(C)(C)C)c1ccccc1	-9	-1	-3	8	-3	6	14	21
C=CC[C@H](CC(=O)N[C@H](CO)Cc1ccccc1)C(=O)N[C@@H](COC(=O)[C@H](CC=C)CC(=O)OC(C)(C)C)Cc1c[nH]c2ccccc12	-4	5	0	10	-2	0	27	19
Cc1ccc(/C=C/C(=O)O)cc1S(=O)(=O)NCC1CCCO1 (configuration not stated)	10	-15	3	-2	-7	-18	-2	8
C#CCN1C(=O)C(O)(CC(=O)c2cc(OC)ccc2OC)c2ccccc21 (configuration not stated)	10	4	-4	4	-1	-9	4	5
C=CCNC(=O)C1CC(=O)N(c2ccc(OCc3ccc(F)cc3)cc2)C1 (configuration not stated)	-32	-1	91*	-14	79*	-113	2	-4
CCS(=O)(=O)c1ccc(-c2cccc(NC(=O)COc3ccc(Cl)cc3)c2)nn1	-9	-5	29	-11	3	6	-6	9
C[C@H](CO)N1C[C@H](C)[C@@H](CN(C)C(=O)Nc2ccccc2)Oc2ccc(NC(=O)CCN3CCOCC3)cc2C1=O	10	-4	-7	-5	2	1	7	-1

Shown as comma-separated lines: part of the list above.
compound,697 NFkB inh,HKDC1 inhibitor,SENP7 inh,Gli-Sufu antag,SENP8 block,Jurkat NFkB inh,UBC13 polyUb,Apaf1 inhib
COCC(=O)N1CCc2ccc(NC(=O)c3ccccc3Cl)cc2C1,1,-5,15,-8,-4,-7,0,-2
COc1ccc(N2CCN(C(=O)c3cc4cc(Cl)ccc4[nH]3)CC2)cc1,-4,-3,3,1,3,-15,3,19
CC(C)C(O)P(=O)(OCc1ccccc1)c1ccc(N(C)C)cc1 (configuration not stated),-19,-17,-7,-1,-14,-7,-13,7
CCOC(=O)c1sc(NC(=O)CSc2nnc(-c3ccc(OC)cc3)n2CCOC)nc1C,2,1,6,1,2,9,-4,19
COc1ccccc1OCc1nnc(SCC(=O)Nc2ccc(C)cc2)n1C,12,2,-1,4,10,10,2,0
Cc1cc(Br)ccc1SCC(=O)OCC(=O)Nc1ccc2[nH]c(=O)[nH]c2c1,-2,8,-9,-1,4,-3,10,-6
CC(C)Sc1ccc(C(=O)Nc2ccc(F)cc2F)cn1,7,12,68*,-15,56*,-66,7,-1
CSc1ccc(S(=O)(=O)Nc2ccc(S(=O)(=O)Nc3ccc(C)cc3)cc2)cc1,23,1,6,-3,4,7,-2,1
COc1cc2c(cc1O)CCN(C(=O)CSc1nncn1C)[C@@H]2C,10,-2,-4,21,8,6,6,-7
O=C(NCCNc1ccc([N+](=O)[O-])cc1)c1ccccc1Br,-8,-6,10,5,-7,-7,-18,-3
C=CC[C@@H](CC(=O)N(CCO)Cc1ccccc1)C(=O)NC[C@@H](OC(=O)[C@@H](CC=C)CC(=O)OC(C)(C)C)c1ccccc1,-9,-1,-3,8,-3,6,14,21
C=CC[C@H](CC(=O)N[C@H](CO)Cc1ccccc1)C(=O)N[C@@H](COC(=O)[C@H](CC=C)CC(=O)OC(C)(C)C)Cc1c[nH]c2ccccc12,-4,5,0,10,-2,0,27,19
Cc1ccc(/C=C/C(=O)O)cc1S(=O)(=O)NCC1CCCO1 (configuration not stated),10,-15,3,-2,-7,-18,-2,8
C#CCN1C(=O)C(O)(CC(=O)c2cc(OC)ccc2OC)c2ccccc21 (configuration not stated),10,4,-4,4,-1,-9,4,5
C=CCNC(=O)C1CC(=O)N(c2ccc(OCc3ccc(F)cc3)cc2)C1 (configuration not stated),-32,-1,91*,-14,79*,-113,2,-4
CCS(=O)(=O)c1ccc(-c2cccc(NC(=O)COc3ccc(Cl)cc3)c2)nn1,-9,-5,29,-11,3,6,-6,9
C[C@H](CO)N1C[C@H](C)[C@@H](CN(C)C(=O)Nc2ccccc2)Oc2ccc(NC(=O)CCN3CCOCC3)cc2C1=O,10,-4,-7,-5,2,1,7,-1

(next part)
SMILES	697 NFkB inh	HKDC1 inhibitor	SENP7 inh	Gli-Sufu antag	SENP8 block	Jurkat NFkB inh	UBC13 polyUb	Apaf1 inhib
COCCNC(=O)[C@@H]1CSC2c3ccc(OC)c(OC)c3C(=O)N21 (some centres not stated)	10	-6	11	5	6	-5	2	4
CCCc1noc(-c2cccc([N+](=O)[O-])c2)n1	-1	-5	3	-14	-1	1	21	-15
COc1ccc(N2C(=NC(=O)c3ccc(Br)cc3)SC3CS(=O)(=O)CC32)cc1 (configuration not stated)	3	5	0	5	7	7	?	-20
O=C(NCC1CCCO1)c1cc2c(s1)CS(=O)(=O)C2 (configuration not stated)	15	-5	-9	7	-9	6	-2	-8
COc1ccc(CN2C(=O)NC3(CCCCC3)C2=O)cc1F	26	2	2	-2	7	5	6	0
Cc1ccc(-c2ncns2)cc1	19	-5	5	0	-4	-8	0	2
O=C(Nc1cccc2cccnc12)c1cccnc1	-35	14	-2	0	-1	-7	-8	-4
COc1ccc(CCNC(=O)c2cc(-c3ccc(Cl)c(Cl)c3)oc2C)cc1	-17	0	1	-1	-3	14	0	17
CCCCn1cnc2c([nH]c3cc(OC)ccc32)c1=O	-23	-6	-4	5	-9	-45	4	5
Cn1c(SCC(=O)N2CCN(Cc3ccccc3)CC2)nnc1-c1ccncc1	-5	3	3	-13	-1	7	-1	-17
CCOc1cc(C2NC(=O)NC(O)(C(F)(F)F)C2C(=O)c2ccc(Cl)cc2)ccc1O (configuration not stated)	11	-6	10	5	-1	-5	-4	-12
Cc1cccc(OCC(O)CN2CC3(C)CC2CC(C)(C)C3)c1 (configuration not stated)	9	-2	2	23	-4	2	6	-6
CCOc1ccc(S(=O)(=O)Nc2cccc(C(=O)N3CCN(C(C)=O)CC3)c2)cc1	-2	-3	0	-1	9	3	-10	5
Cc1ccc(NC(=S)Nc2ccc3[nH]c(=O)[nH]c3c2)cc1C	12	-2	-6	-7	0	6	10	-16
Cc1nc2c(C)cccn2c1C(=O)c1ccccc1	-8	-2	-2	-6	4	8	7	1
CNC(=O)CSc1nnc(-c2ccccc2F)n1CCc1ccccc1	16	-5	3	10	-1	4	13	-14
O=C(NCC1CCCO1)c1ccccc1-c1nc(-c2ccc(Cl)cc2)no1 (configuration not stated)	23	-12	-11	-11	3	11	2	-12
